# Screens from PubChem.
# TEAD-YAP block: TEAD-YAP interaction inhibition | HEK-TIYL cells, TEAD-Gal4/YAP UAS-luciferase luminescence | inhibition, % at 9.12 µM | 640,000 compounds, 1.4% hits | AID 1259422; in the data active means inhibition above about 32%;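 further: 0% = median of test compound wells and 100% = reference inhibitor wells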
# MITF inh: blocks human microphthalmia-associated transcription factor; O75030; AlphaScreen MITF homodimerization, bead proximity signal; inhibition, % at 2.6 µM; 650,000 compounds, 0.91% hits; in the data active means inhibition above about 50%;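 further: 0% = vehicle wells with protein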
# Target sequence (O75030 whole entry, looked up): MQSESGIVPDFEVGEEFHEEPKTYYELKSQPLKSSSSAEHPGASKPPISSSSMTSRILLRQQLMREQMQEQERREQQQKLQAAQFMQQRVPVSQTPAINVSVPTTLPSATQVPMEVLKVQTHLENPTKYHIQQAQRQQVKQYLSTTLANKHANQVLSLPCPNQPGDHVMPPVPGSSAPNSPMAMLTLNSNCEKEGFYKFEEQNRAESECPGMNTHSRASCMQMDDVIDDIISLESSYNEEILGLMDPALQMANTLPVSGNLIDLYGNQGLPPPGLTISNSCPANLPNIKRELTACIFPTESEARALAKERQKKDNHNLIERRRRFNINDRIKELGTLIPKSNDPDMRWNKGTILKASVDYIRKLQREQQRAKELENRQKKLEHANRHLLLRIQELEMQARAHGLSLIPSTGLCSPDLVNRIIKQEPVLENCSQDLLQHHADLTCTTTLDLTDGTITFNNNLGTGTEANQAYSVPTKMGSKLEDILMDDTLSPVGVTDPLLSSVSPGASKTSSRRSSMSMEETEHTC
# GPR151 activ: activates the human receptor GPR151; Q8TDV0; PathHunter beta-arrestin GPR151 cells, luminescence; activation, % at 11.2 µM; 650,000 compounds, 1% hits; in the data active means activation above about 4.9%;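 further: 0% = median of compound wells and 100% = cells with positive control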
# Target sequence (Q8TDV0 whole entry, looked up): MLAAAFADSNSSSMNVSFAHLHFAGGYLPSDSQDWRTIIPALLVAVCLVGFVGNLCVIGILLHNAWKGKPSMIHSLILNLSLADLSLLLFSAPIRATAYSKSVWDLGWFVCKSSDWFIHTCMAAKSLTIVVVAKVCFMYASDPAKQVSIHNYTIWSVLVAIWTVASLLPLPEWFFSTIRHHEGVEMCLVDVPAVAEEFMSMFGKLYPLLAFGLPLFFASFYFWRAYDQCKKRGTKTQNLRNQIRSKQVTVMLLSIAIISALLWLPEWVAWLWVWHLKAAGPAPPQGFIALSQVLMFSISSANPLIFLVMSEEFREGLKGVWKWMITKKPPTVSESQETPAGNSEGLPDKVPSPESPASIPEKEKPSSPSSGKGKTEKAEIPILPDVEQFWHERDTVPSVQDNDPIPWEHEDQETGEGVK
# FBW7 act: activators of human E3 ligase FBW7 | Q969H0 | AlphaScreen FBW7–phospho-cyclin E peptide binding, activator screen | normalized activity (activation), % at 26.1 µM | 650,000 compounds, 0.13% hits | AID 1259310; in the data active means normalized activity above about 1.9%;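 further: purified mutant Fbw7 with reduced substrate affinity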
# * = called active by the depositor; & = joins results of further samples. Compounds as they come. About 3.4% of those tested had a hit in this group.
SMILES,TEAD-YAP block,MITF inh,GPR151 activ,FBW7 act
COc1ccc(C(CC(N)=O)C(=O)O)cc1Br (centres undefined),3,3,-0.3,-0.1
COc1ccc2c(c1)OC(C)CN(CC(=O)NCCN1CCNC1=O)C2 (centres undefined),4,-4,1.0,0.1
O=C(CSc1n[nH]c(-c2ccncc2)n1)Nc1ccccn1,5,12,1.2,0.0
O=C(Nc1c(C(=O)O)oc2ccccc12)c1ccccc1Cl,-3,-1,-0.9,-0.1
Cc1ccc(S(=O)(=O)N2CCCN(S(=O)(=O)c3ccc4ccccc4c3)CC2)cc1,0,10,-0.1,0.4
COc1ccc2c(c1)N(C(=O)C(C)N1C(=O)c3ccccc3C1=O)C(C)(C)C=C2C (centres undefined),-1,5,1.3,0.0
COc1ccc(C(=O)OC(c2ccccc2)c2nccc3ccccc23)cc1 (centres undefined),-3,-12,0.6,0.0
CCCC(=O)N1c2c(C)cc(C)cc2-c2c(ssc2=S)C1(C)C,0,28,0.8,-0.6
Cc1cc2nc(-c3cc(N)ccc3O)oc2cc1C,65*,6,-8.2,-0.1
CCCOC(=O)COc1ccc2c(=O)c(Oc3cccc(C)c3)c(C(F)(F)F)oc2c1,9,-9,4.4,-0.1
CCCCN1C(=O)CCC1CCNCc1cc2c(cc1Cl)OCO2 (centres undefined),5,-6,2.2,0.0
CCOC(=O)C1=C(C)N=c2s/c(=C\c3ccc(-c4ccc([N+](=O)[O-])cc4Br)o3)c(=O)n2C1c1ccc2c(c1)OCO2 (centres undefined),3,6,0.1,0.2
O=C(NCCc1nc(-c2ccncc2)n[nH]1)c1c(F)cccc1F,5,-10,0.2,0.1
Cc1cc(/C=C(/C#N)c2cccc(F)c2)c(C)n1-c1cccnc1,-1,16,-0.6,-0.1
O=C(NCc1ccccc1Cl)c1ccc(CN(CCO)Cc2ccccc2)[nH]c1=O,9,5,-1.2,0.2
CCOc1ccc(-n2nc(C(=O)N3CCN(c4ccccn4)CC3)c3ccccc3c2=O)cc1,6,-6,0.4,0.6
COc1ccc(C(=O)N2CCN(S(=O)(=O)c3ccc(NC(C)=O)cc3)CC2)cc1OC,0,-12,-0.4,-0.2
CN(CC(=O)Nc1ccc(F)c(F)c1F)C(=O)C1COc2ccccc2O1 (centres undefined),-1,8,-1.5,0.1
COc1cc(C2C(C(=O)N3CCOCC3)=C(C)NC3=C2C(=O)CC(C)(C)C3)cc(Br)c1OC (centres undefined),6,1,1.8,-0.1
C=CCn1c(SCc2ccccc2)nnc1-c1ccc2[nH]c(C)c(C)c2c1,3,-5,-1.0,0.0
Brc1ccc(-c2nnc3sc(CNCc4ccco4)cn23)cc1,-11,-3,-0.6,-0.1
Cc1ccc(C(=O)Nc2ccc(O)cc2C(=O)O)cc1C,13,20,-1.8,-0.2
CN1CCN(CC(O)COc2ccc3ccccc3c2)CC1 (centres undefined),-7,19,-1.4,0.3
Cc1cc(-c2ccco2)n(CC(=O)O)n1,-9,12,1.6,0.1
CCn1c(N/N=C/c2cc(Br)ccc2OC)nc2c1c(=O)[nH]c(=O)n2C,-2,10,-0.3,0.0

# Exported with two lines to a compound: part of the list above.
# Results follow in this order: TEAD-YAP block, MITF inh, GPR151 activ, FBW7 act
- Cc1ccc(C(=O)Nc2ccc(O)cc2C(=O)O)cc1C
    13, 20, -1.8, -0.2
- C=CCn1c(SCc2ccccc2)nnc1-c1ccc2[nH]c(C)c(C)c2c1
    3, -5, -1.0, 0.0
- CCOc1ccc(-n2nc(C(=O)N3CCN(c4ccccn4)CC3)c3ccccc3c2=O)cc1
    6, -6, 0.4, 0.6

# 4 compounds drawn at random from the list so far, as already listed:
SMILES,TEAD-YAP block,MITF inh,GPR151 activ,FBW7 act
CN1CCN(CC(O)COc2ccc3ccccc3c2)CC1 (centres undefined),-7,19,-1.4,0.3
COc1ccc(C(=O)OC(c2ccccc2)c2nccc3ccccc23)cc1 (centres undefined),-3,-12,0.6,0.0
CCCC(=O)N1c2c(C)cc(C)cc2-c2c(ssc2=S)C1(C)C,0,28,0.8,-0.6
CCOc1ccc(-n2nc(C(=O)N3CCN(c4ccccn4)CC3)c3ccccc3c2=O)cc1,6,-6,0.4,0.6

# More results.
SMILES,TEAD-YAP block,MITF inh,GPR151 activ,FBW7 act
Cc1c(C(=O)NCc2cnc3ccccc3c2)cnn1-c1nccc(-c2cccnc2)n1,-14,-2,-0.9,-0.2
NS(=O)(=O)c1ccc(CCN=Cc2ccccc2[N+](=O)[O-])cc1,8,8,-1.2,0.3
Cc1ccc(/C=C/C(=O)Nc2cc(C(F)(F)F)ccc2Cl)cc1,-5,19,2.0,0.6
O=C(COC(=O)c1ccc(Br)cn1)c1ccccc1,4,-5,-1.1,-0.2
O=C(Cn1cc(NC(=O)CSc2ccccc2)cn1)NCc1cccc(F)c1,-7,-10,-0.4,-0.1
CCCCCOc1ccc(/C=C/C(=O)O)cc1OC,-15,-10,-0.8,-0.1
O=C(NCc1ccccc1Cl)c1ccc2c(=O)n(C3CCCCC3)c(=S)[nH]c2c1,0,-7,1.2,0.1
COc1ccc([N+](=O)[O-])cc1NC(=O)C1CCCCC1C(=O)O (centres undefined),11,14,-0.5,-0.1
CC(=O)C1=C(c2ccc([N+](=O)[O-])cc2)N(C(C)=O)n2c(C)nnc2S1,24,-2,2.6,-0.2
O=C(NCc1ccccc1Cl)c1cc(Sc2ccc(F)cc2)nc2ccccc12,-1,-4,-1.8,-0.1
Cc1cc(CN(C)C(=O)c2ccc(OC3CCN(S(=O)(=O)N(C)C)CC3)cc2)n[nH]1,-1,14,-1.7,0.2
CC(C)CCNC(=O)CSCc1c(F)cccc1Cl,-3,3,1.9,0.0
O=C(O)C1CCCCC1C(=O)Nc1cccc(C(F)(F)F)c1 (centres undefined),-1,-2,1.3,-0.1
CCOC(=O)c1c(N2C(N)=C(C#N)C(c3cccs3)C3=C2CC(C)(C)CC3=O)sc2c1CCCC2 (centres undefined),-1,-3,-0.3,0.0
CN(CCOc1ccc(Cl)cc1)C(=O)CNC(N)=O,4,13,-0.2,0.2
CC1=C(C(=O)OCc2ccccc2)C(c2ccccc2OCc2ccccc2)C2=C(CC(c3ccccc3)CC2=O)N1 (centres undefined),6,-96,1.9,0.1
CC(=O)c1ccc(NC(=O)N2CCN(c3ccc(C)cc3)C(C)C2)cc1 (centres undefined),3,15,1.9,-0.1
COc1ccccc1N1CCN(c2ncc(C(=O)N3CC(C)CC(C)C3)c3ccccc23)CC1 (centres undefined),0,17,0.5,0.0
CCN(CC)C(=O)C1CCCN(c2nc(NCc3nc4ccccc4[nH]3)nc(N(CC)CC)n2)C1 (centres undefined),7,17,0.5,0.3
COc1cccc2c(C)nc(N=C(N)N)nc12,-17,2,0.3&1.8,0.0
COC(=O)C1=CN(CCc2ccccc2)C=C(C(=O)OC)C1c1cccc(Cl)c1,10,-14,2.1,1.7
CCN1C(=O)S/C(=C/c2cccc(Br)c2)C1=O,-4,-11,1.4,-0.2
CCCCNC(=O)CN(C)S(=O)(=O)c1ccc2c(c1)n(C)c(=O)c(=O)n2C,-8,-15,-0.2,-0.1
Cc1ccc(CCNC(=O)CCNc2c(N3CCCC3)c(=O)c2=O)cc1,12,7,-1.4,0.2
Cc1c(Cc2ccccc2)c(=O)oc2cc(O)cc(O)c12,9,12,-1.8,0.2

# Shown as tab-separated lines: part of the list above.
canonical_smiles	TEAD-YAP block	MITF inh	GPR151 activ	FBW7 act
COC(=O)C1=CN(CCc2ccccc2)C=C(C(=O)OC)C1c1cccc(Cl)c1	10	-14	2.1	1.7
CCN1C(=O)S/C(=C/c2cccc(Br)c2)C1=O	-4	-11	1.4	-0.2

# Later entries
SMILES,TEAD-YAP block,MITF inh,GPR151 activ,FBW7 act
COCc1nnc(NC(=O)/C=C/c2ccccc2[N+](=O)[O-])s1,-4,17,0.5,0.0
Cc1ccc2cc(C)c3nn(CC(=O)Nc4c(C)nn(C)c4C)c(=O)n3c2c1C,16,7,0.2,1.1
O=C(NCCOc1ccccc1)c1csc(Nc2nccc3ccccc23)n1,-14,8,-1.2,0.0
O=C(/C=C1\SC(=O)NC1=O)Nc1ccc(C(=O)O)cc1,-5,-3,-2.6,-0.1
Cc1ccccc1CNC(=O)Cn1c(=O)c2cccn2c2ccccc21,-9,-8,-0.6,0.0
CC(C)NC(=O)C1CCN(C2CCN(Cc3cc(F)cc(F)c3)CC2)CC1,-6,-11,-0.5,0.0
CC(=O)OCC(=O)Nc1ccc(I)cc1,19,9,-1.5,0.2
COc1cccc(-n2cc(CN(C)Cc3nc(-c4ccc5c(c4)OCO5)no3)cn2)c1,-1,8,2.4,0.0
Cc1c(C(=O)N2CCCC2)oc2c1-c1nn(CC(=O)NCCN3CCOCC3)cc1CC2,1,-8,1.2,-0.5
CC(C)CCNC(=O)c1cccn2c(=O)c3cc4ccccc4cc3nc12,-29,-4,0.4,-0.2
O=C1CC(c2cccc(O)c2)c2ccc3ccccc3c2N1 (centres undefined),6,14,0.3,0.1
CC1=CC(C)(C)N(C(=O)CSc2ncn[nH]2)c2ccc(C(c3ccccc3)(c3ccccc3)c3ccccc3)cc21,2,1,2.9,0.1
CCc1ccc(CNc2nc3nc(C)c(Cl)c(C)n3n2)cc1,-48,-8,2.9,-0.1
O=C(COc1ccc(N2CCCC2)nn1)N1CCC(Oc2ccc(F)cc2)CC1,-7,8,-0.4,0.1
COc1ccc(-n2nc(C(=O)O)c3ccccc3c2=O)cc1Cl,7,-1,0.5,0.1
COc1ccc(CNC(=O)C2CCN(Cc3ccc(Cl)cc3)CC2)cc1,8,45,1.9,0.0
O=C(C1CCN(c2nc3ccccc3n3cccc23)CC1)N1CCN(c2ccccn2)CC1,11,11,-0.4,0.4
CC(NC(=O)c1ccccc1NS(=O)(=O)c1cccc([N+](=O)[O-])c1)c1ccccc1 (centres undefined),0,9,-1.3,0.1
O=C1NC(c2ccncc2)Nc2sc3c(c21)CCCC3 (centres undefined),-11,-3,1.2,-0.1
COc1ccc(OC)c(NC(=O)c2ccc3c(c2)C(=O)N(c2ccc(Cl)cc2)C3=O)c1,4,1,-0.2,-0.1
Cc1ccc(NC(=O)Cn2cnc3scc(-c4ccccc4)c3c2=O)c(C)c1,13,-18,1.3,-0.1
CCOC(=O)C1=C(C)N(c2ccccc2)C(=O)/C1=C\c1ccc(O)c(OC)c1,4,-6,0.7,-0.4
Cc1ccc(C(=O)NCCOc2cccc3cccnc23)cc1,-10,-11,-1.3,-0.1
O=C(N/N=C/C=C/c1ccc([N+](=O)[O-])cc1)c1ccccn1,-15,20,-1.4,0.1
CN(C)C(=O)N1CCN(c2ccc(Cl)cc2)CC1,-1,-2,0.0,0.1

# The results go on.
SMILES,TEAD-YAP block,MITF inh,GPR151 activ,FBW7 act
COc1ccc(CNc2nc(Nc3ccc(OC)cc3)nc3c2ncn3C(C)C)cc1,-4,3,1.9,-0.2
Cc1cnc(C)c(N2CCN(Cc3cn(C)nc3-c3cccc(Cl)c3)CC2)n1,-1,8,-0.1,-0.1
COc1ccccc1C(=O)Nc1ccc(-c2cn3ccsc3n2)cc1,-47,0,-1.0,0.4
CC(=O)Nc1ccc(NC(=O)CCCCC(=O)Nc2ccc(NC(C)=O)cc2)cc1,6,-8,-0.6,0.1
Cc1cc(NCCOc2ccccc2)nc(-c2ccc(N3CCOCC3)nc2)n1,-11,12,0.3,0.4
CSCCCNC(=S)Nc1ccc(N2CCOCC2)cc1N1CCOCC1,3,5,1.4,-0.1
CC(C)C(C(=O)OCC(=O)c1ccccc1)N1C(=O)c2cccc([N+](=O)[O-])c2C1=O (centres undefined),12,11,-0.3,0.2
O=S(=O)(c1cccc(F)c1)N1CCCCCC1,2,-1,-1.0,0.0
NC(=O)c1ccccc1OCC(=O)NCC(F)(F)F,-3,-8,1.2,-0.2
Cc1ccc(Nc2nnc(SCC(=O)Nc3ccc(S(N)(=O)=O)cc3)s2)c(C)c1,2,-2,-0.3,-0.2
Cc1ccccc1OCc1nn2c(-c3ccncc3)nnc2s1,1,13,-0.8,1.4
NC(=O)c1cccc(-c2cnc3c(NCCc4cccnc4)nccn23)c1,8,2,0.0,0.0
O=C(CN(c1ccccc1)S(=O)(=O)c1ccccc1[N+](=O)[O-])NC1CC2CCC1C2 (centres undefined),1,-11,0.2,-0.1
CCOc1ccc(-n2c(SCC(=O)N3CCCC3)nc3c(sc(=S)n3-c3ccc(C)c(C)c3)c2=O)cc1,-1,4,-0.9,0.3
CC(C)CC(=O)Nc1nc2ccc(S(=O)(=O)N3CCCCC3)cc2s1,52*,0,0.6,-0.1
CCOc1nc(N2CCCCC2)[nH]c(=O)n1,7,7,0.6,0.0
O=C(Nc1ccccc1Br)c1cc(S(=O)(=O)N2CCN(c3ccccc3F)CC2)ccc1F,9,11,-1.0,0.9
CCCCC(=O)NS(=O)(=O)c1ccc(N=NN(C)C)cc1,1,2,-0.4,0.1
Cc1cccn2c(=O)c(/C=C3\SC(=S)N(C)C3=O)c(N3CCC(C(N)=O)CC3)nc12,-1,10,1.0,0.3
Cc1cccc(N2CCN(C(=O)c3ccc4c(c3)NC(=O)C(CSCc3c(F)cccc3Cl)N4)CC2)c1C (centres undefined),10,2,0.2,0.8
CCN(CC)C(=O)Cn1c(=O)oc2cc(Cl)ccc21,-1,1,-0.4,-0.1
O=C1c2ccc(Br)cc2C(=O)N1CNc1cc(Cl)ccc1Cl,-1,2,-1.5,0.1
O=C1CSC(c2ccccc2Br)N1c1cccc(C(F)(F)F)c1 (centres undefined),-6,19,0.7,0.1
CC12C=CC(C)(O1)C1C(=O)N(c3ccc(Cl)cc3)C(=O)C12 (centres undefined),1,3,-1.1,-0.1
